All columns: NCI-60 one-dose screen, growth in % after 48 h at 10 µM unless noted; 100 = growth as untreated, 0 = no growth, -100 = all killed.
EKVX: EKVX NSCLC | 3% of 71,000 active
UACC-257: UACC-257 melanoma; 4.4% of 78,000 active
MALME-3M: MALME-3M melanoma. 5.8% of 78,000 active
SK-MEL-5: SK-MEL-5 melanoma; 6.4% of 80,000 active; AID 1794755
A549/ATCC: A549/ATCC NSCLC; AID 1794740; 3.7% of 81,000 active
UACC-62: UACC-62 melanoma | 5.4% of 81,000 active
M14: M14 melanoma | 6.2% of 80,000 active | AID 1794745
SK-MEL-2: SK-MEL-2 melanoma. 4.7% of 77,000 active. AID 1794763
* hit, by the source's call; & = joins results of further samples; ! = a repeat was not active. The calls were made as follows: active = growth percent below 10; inactive = the rest. Not all compounds are listed; the hit share may differ from the screen's.

For O=C(c1ccccc1)C(F)(F)F the results were EKVX 125.3, UACC-257 94.4, MALME-3M 97.8, SK-MEL-5 113.4, A549/ATCC 102.3, UACC-62 113.0, M14 100.8 and SK-MEL-2 93.2.
CN1C(=O)C(=Cc2cn(-c3nc(N4CCOCC4)nc(N4CCOCC4)n3)c3ccccc23)C(=O)N(C)C1=O was read as EKVX 107.6, UACC-257 103.8, MALME-3M 101.8, SK-MEL-5 102.2, A549/ATCC 98.1, UACC-62 97.3, M14 103.2 and SK-MEL-2 109.1.
For Cc1ncn2nc(NN)nc2n1 the results were EKVX 101.2, UACC-257 103.6, MALME-3M 106.0, SK-MEL-5 103.7, A549/ATCC 105.2, UACC-62 94.9 and SK-MEL-2 105.8.
For Nc1cccc(P(=O)(O)O)c1 the results were EKVX 102.7, UACC-257 102.5, MALME-3M 104.0, SK-MEL-5 103.5, A549/ATCC 94.7, UACC-62 109.5, M14 100.8 and SK-MEL-2 112.6.
C[C@]12CC[C@H]3[C@@H](C[C@@H]4SC(Nc5ccccn5)=N[C@@]45CC(=O)CC[C@]35C)[C@@H]1CCC2=O was read as EKVX 52.6, UACC-257 98.2, MALME-3M 48.7, SK-MEL-5 61.2, A549/ATCC 58.2, UACC-62 74.8, M14 67.4 and SK-MEL-2 73.9.
CNC(C)[C@H](O)c1ccccc1 (some centres not stated) was read as EKVX 102.0, UACC-257 106.3, MALME-3M 111.9, SK-MEL-5 101.4, A549/ATCC 98.7, UACC-62 112.6 and M14 108.8.
For Cc1cccc(N2CCC3(CC2)C(=O)NC(=O)NC3=O)c1 the results were EKVX 105.2, UACC-257 101.6, MALME-3M 98.7, A549/ATCC 103.2, UACC-62 103.9, M14 105.7 and SK-MEL-2 103.8.
Screening C/C=C/CC(C)C(O)[C@H](NC(=O)[C@@H]1CCCN1C(=O)C(C)(C)NC(=O)CCCCCCC)C(=O)N[C@@](C)(CC)C(=O)N[C@@H](CCC(N)=O)C(=O)N[C@H](CCC(N)=O)C(=O)NC(C)(C)C(=O)NC(C)(C)C(=O)N[C@@H](CCC(N)=O)C(=O)N[C@H](CC(C)C)C(=O)N[C@H](CO)CC(C)C (some centres not stated) returned EKVX 5.2*!, UACC-257 -33.7*!, MALME-3M -65.1*!, SK-MEL-5 -65.7*!, A549/ATCC 30.0&109.0, UACC-62 19.2&102.8, M14 25.1&102.7 and SK-MEL-2 34.0&114.7.
For CCCCCCNP(=O)(Oc1ccccc1)Oc1ccccc1 the results were EKVX 101.8, UACC-257 100.5, MALME-3M 94.2, SK-MEL-5 98.5, A549/ATCC 101.3, UACC-62 96.4, M14 95.9 and SK-MEL-2 107.9.
N#C[S-].[Au+].c1ccc(CN2[CH-]N(Cc3ccccc3)C(c3ccccc3)=C2c2ccccc2)cc1 was read as EKVX 12.6, UACC-257 -9.8*, MALME-3M -5.8*, SK-MEL-5 -36.5*, A549/ATCC 12.8, UACC-62 3.9*, M14 15.8 and SK-MEL-2 -1.8*.
`CC(=O)O[C@H]1CC[C@H]2[C@@H]3CC[C@H]4CCCC[C@]4(C)[C@H]3CC[C@]12C` gave EKVX 98.8, UACC-257 104.1, MALME-3M 128.5, SK-MEL-5 102.9, A549/ATCC 92.3, UACC-62 85.1, M14 119.1 and SK-MEL-2 128.7.
Screening CCOP(=S)(N/N=C\C(C)(C)C1CCCCC1)OCC returned EKVX 100.1, UACC-257 87.3, MALME-3M 109.1, SK-MEL-5 80.9, A549/ATCC 88.3, UACC-62 84.9, M14 111.7 and SK-MEL-2 108.0.
COC1[C@@H]2C[C@H]3C(C)(C)O[C@@](C/C=C(/C)C(=O)O)(C2=O)[C@]32Oc3c(CC=C(C)C)c4c(c(O)c3C(=O)[C@H]12)C=CC(C)(C)O4 (some centres not stated) was read as EKVX -46.5*, UACC-257 -48.2*, MALME-3M -90.2*, SK-MEL-5 -98.4*, A549/ATCC -20.3*, UACC-62 -70.0*, M14 -53.9* and SK-MEL-2 -65.5*.
`CC[C@@]1(O)C[C@H](OC2CC(N(C)C)C(OC3CC(O)C(OC4CCC(=O)C(C)O4)C(C)O3)C(C)O2)c2c(cc3c(c2O)C(=O)c2c(O)ccc(O)c2C3=O)[C@H]1C(=O)OC` (some centres not stated) gave EKVX 17.6, UACC-257 -30.9*, MALME-3M -12.2*, SK-MEL-5 -24.9*, A549/ATCC -10.6*, UACC-62 -72.9*, M14 3.6* and SK-MEL-2 -40.2*.
For COc1ccc(/C=C\c2cc(OC)c(OC)c(OC)c2)cc1N/C=C\C(=O)c1c[nH]c2ccccc12 the results were UACC-257 78.2, MALME-3M 57.8, SK-MEL-5 -53.9*, A549/ATCC 28.4, UACC-62 31.0, M14 11.3 and SK-MEL-2 32.3.
For CCCC(=O)O[C@@H]1C[C@H]2C[C@@H](O[C@@H]3O[C@@H](C)[C@@H](O)[C@@H](O)[C@H]3OC)C[C@@H](C[C@@H](C)/C=C/C=C\C[C@@H]3O[C@@H](C[C@@H]3C)[C@@H](O)C[C@H]3C[C@@]1(O)C(=O)O3)O2 the results were EKVX 22.6, UACC-257 9.6*, MALME-3M 64.7, SK-MEL-5 19.5, A549/ATCC 46.4, UACC-62 62.5, M14 69.8 and SK-MEL-2 57.8.
For CCCCOC(=O)CC(C(=O)OCCCC)N1CC1 (configuration not stated) the results were EKVX 102.1, UACC-257 106.9, MALME-3M 88.8, SK-MEL-5 104.5, A549/ATCC 101.9, UACC-62 104.6, M14 98.8 and SK-MEL-2 96.3.
`COC(=O)C(c1ccccc1)C1CCCCN1` (configuration not stated) gave EKVX 112.5, UACC-257 107.6, MALME-3M 120.0, SK-MEL-5 100.2, A549/ATCC 105.0, UACC-62 99.0, M14 100.7 and SK-MEL-2 110.5.
For COP(=O)(OC)C(O)c1ccc(Cl)cc1Cl (configuration not stated) the results were EKVX 116.2, UACC-257 103.8, MALME-3M 110.6, SK-MEL-5 111.1, A549/ATCC 92.4, UACC-62 101.7, M14 100.9 and SK-MEL-2 114.9.
O=C(CCl)Nc1cccc(Cl)c1 was read as EKVX 100.6, UACC-257 93.5, MALME-3M 92.9, SK-MEL-5 81.3, A549/ATCC 103.2, UACC-62 92.0, M14 86.4 and SK-MEL-2 99.7.
Screening Nc1cccc(CC(=O)Nc2ccc(S(=O)(=O)F)cc2)c1 returned EKVX 103.8, UACC-257 102.5, MALME-3M 90.0, SK-MEL-5 104.3, A549/ATCC 96.5, UACC-62 90.5, M14 90.7 and SK-MEL-2 125.3.
`COc1ccc(S(=O)(=O)N(Cc2ccc3c(c2)C=CC(C)(C)O3)c2ccccc2)cc1OC` gave EKVX 58.1, UACC-257 61.9, MALME-3M 83.4, SK-MEL-5 3.4*, A549/ATCC 79.1, UACC-62 79.1, M14 87.6 and SK-MEL-2 97.1.
Screening N#CC(Br)C(N)=O (configuration not stated) returned UACC-257 60.7, MALME-3M 97.9, SK-MEL-5 102.5, A549/ATCC 91.4, UACC-62 95.3, M14 97.7 and SK-MEL-2 113.5.
COc1cc2c(cc1OCCCCCn1c(-c3ccco3)nc3ccccc31)N=C[C@@H]1CCCN1C2=O was read as EKVX 22.7, MALME-3M -47.8*, SK-MEL-5 -17.0*, A549/ATCC 9.7*, UACC-62 -86.9*, M14 -23.0* and SK-MEL-2 -43.9*.
Screening CCCCCCCCCCCCCCCC[N+](C)(C)C returned EKVX -51.6*!, UACC-257 61.2, MALME-3M -76.5*!, SK-MEL-5 -73.7*, A549/ATCC 29.4, UACC-62 -63.0*!, M14 -43.2* and SK-MEL-2 -2.5*.
`CC12CCC3C(CCC4CC=CCC43C)C1CCC2=O` (configuration not stated) gave EKVX 83.0, UACC-257 103.4, MALME-3M 116.8, SK-MEL-5 105.5, A549/ATCC 106.7, UACC-62 94.0, M14 123.1 and SK-MEL-2 106.5.
Screening COc1cc(C=O)c(OC)c2c1OCO2 returned EKVX 102.1, UACC-257 101.3, MALME-3M 113.5, SK-MEL-5 104.2, A549/ATCC 100.8, UACC-62 106.8, M14 96.0 and SK-MEL-2 118.7.
Screening CCCCCCCCCCOc1ccc(C(=O)Oc2ccc(CSP(=O)(OCC3OC(n4cnc5c(N)ncnc54)C(F)C3O)OC3C(CO)OC(n4ccc(=O)[nH]c4=O)C3F)cc2)cc1 (configuration not stated) returned EKVX 106.5, UACC-257 89.6, MALME-3M 106.4, SK-MEL-5 105.5, A549/ATCC 92.3, UACC-62 108.6, M14 79.8 and SK-MEL-2 79.4.
Screening CCCC(Cc1ccccc1)N1CCCC1 (configuration not stated) returned EKVX 116.0, UACC-257 98.2, MALME-3M 108.8, SK-MEL-5 112.5, A549/ATCC 105.9, UACC-62 103.7, M14 113.4 and SK-MEL-2 101.3.
For Cc1cc(C)c(C)c(C(O)(C(=O)O)c2ccccc2)c1 (configuration not stated) the results were EKVX 122.8, UACC-257 113.9, MALME-3M 103.1, SK-MEL-5 116.0, A549/ATCC 96.5, UACC-62 107.0, M14 104.9 and SK-MEL-2 132.1.
For CC(=O)O[C@H]1CC[C@H]2[C@@H]3[C@H](C)CC4=CC(=O)CCC4[C@H]3CC[C@]12C (some centres not stated) the results were EKVX 99.5, MALME-3M 110.6, SK-MEL-5 111.6, UACC-62 89.3, M14 104.2 and SK-MEL-2 15.8.
CCCCOC(=O)c1ccccc1C(=O)O.CCCCOC(=O)c1ccccc1C(=O)O.[Cu+2] was read as UACC-257 109.6, MALME-3M 83.3, SK-MEL-5 98.0, A549/ATCC 103.1, UACC-62 111.4, M14 101.3 and SK-MEL-2 117.4.
`COc1ccc(CCNCc2cccc(OC)c2OC)cc1OC` gave EKVX 96.4, UACC-257 91.3, MALME-3M 98.3, SK-MEL-5 97.9, A549/ATCC 92.6, UACC-62 106.1, M14 92.4 and SK-MEL-2 109.6.
`CC1CS1` (configuration not stated) gave EKVX 114.3, UACC-257 95.5, MALME-3M 109.5, SK-MEL-5 110.8, A549/ATCC 98.4, UACC-62 108.4, M14 115.1 and SK-MEL-2 109.7.
For CCOC(=O)CP(=S)(S)c1ccccc1 (configuration not stated) the results were EKVX 92.5, UACC-257 99.4, MALME-3M 93.9, SK-MEL-5 98.9, A549/ATCC 95.4, UACC-62 102.5, M14 96.3 and SK-MEL-2 116.1.
`CC(=O)OC1CCC2(C)C(CCC3C2CC(=O)C2(C)C3CC(Sc3ccc(N(CCCl)CCCl)cc3)C2C(C)=O)C1` (configuration not stated) gave EKVX 115.2, UACC-257 90.3, MALME-3M 139.3, SK-MEL-5 93.0, A549/ATCC 55.6, UACC-62 67.9, M14 81.0 and SK-MEL-2 93.3.
COc1cc(CC#N)cc(OC)c1OC was read as UACC-257 93.6, MALME-3M 92.7, SK-MEL-5 102.8, A549/ATCC 103.4, UACC-62 100.3, M14 98.4 and SK-MEL-2 114.0.
O=P(Nc1ccccc1)(Nc1ccccc1)N(CCCl)CCCl was read as EKVX 95.5, UACC-257 124.7, SK-MEL-5 107.2, A549/ATCC 120.0, M14 93.3 and SK-MEL-2 98.3.
`Cc1c([N+](=O)[O-])cc2c(c1[N+](=O)[O-])C(C)(C)CC2(C)C` gave EKVX 102.8, UACC-257 116.8, MALME-3M 110.9, SK-MEL-5 108.3, A549/ATCC 97.6, UACC-62 101.4, M14 104.2 and SK-MEL-2 96.3.
For O=[N+]([O-])c1ncc[nH]1 the results were EKVX 101.4, UACC-257 104.9, MALME-3M 144.0, SK-MEL-5 108.0, A549/ATCC 95.7, UACC-62 110.3, M14 102.1 and SK-MEL-2 106.0.

Structures shown so far that contain an aryl methoxy group (six):
For COc1ccc(/C=C\c2cc(OC)c(OC)c(OC)c2)cc1N/C=C\C(=O)c1c[nH]c2ccccc12 the results were UACC-257 78.2, MALME-3M 57.8, SK-MEL-5 -53.9*, A549/ATCC 28.4, UACC-62 31.0, M14 11.3 and SK-MEL-2 32.3.
`COc1ccc(S(=O)(=O)N(Cc2ccc3c(c2)C=CC(C)(C)O3)c2ccccc2)cc1OC` gave EKVX 58.1, UACC-257 61.9, MALME-3M 83.4, SK-MEL-5 3.4*, A549/ATCC 79.1, UACC-62 79.1, M14 87.6 and SK-MEL-2 97.1.
COc1cc2c(cc1OCCCCCn1c(-c3ccco3)nc3ccccc31)N=C[C@@H]1CCCN1C2=O was read as EKVX 22.7, MALME-3M -47.8*, SK-MEL-5 -17.0*, A549/ATCC 9.7*, UACC-62 -86.9*, M14 -23.0* and SK-MEL-2 -43.9*.
Screening COc1cc(C=O)c(OC)c2c1OCO2 returned EKVX 102.1, UACC-257 101.3, MALME-3M 113.5, SK-MEL-5 104.2, A549/ATCC 100.8, UACC-62 106.8, M14 96.0 and SK-MEL-2 118.7.
`COc1ccc(CCNCc2cccc(OC)c2OC)cc1OC` gave EKVX 96.4, UACC-257 91.3, MALME-3M 98.3, SK-MEL-5 97.9, A549/ATCC 92.6, UACC-62 106.1, M14 92.4 and SK-MEL-2 109.6.
COc1cc(CC#N)cc(OC)c1OC was read as UACC-257 93.6, MALME-3M 92.7, SK-MEL-5 102.8, A549/ATCC 103.4, UACC-62 100.3, M14 98.4 and SK-MEL-2 114.0.

Screens deposited in PubChem BioAssay by NCI.
